From PubChem
Pf growth 96h: Primary qHTS for delayed death inhibitors of the malarial parasite plastid, 96 hour incubation. P. falciparum luciferase reporter growth, 96 h. Potency, µM (highest dose often 28.7 µM), without a hit: at the highest dose activity change, negative = inhibition, actives largely listed as inhibitors. 320,000 compounds, 6.9% hits; also: potency is read from the fitted curve at half-maximal effect; % is scaled to controls: 0 for no effect and ±100 for the full control effect
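Luminescence readout: decreased luciferase signal marks inhibited growth of reporter-expressing P. falciparum in infected red cells (2% hematocrit, 0.05% parasitemia final), exposed to compound two generations (96 h, 37 C, 5% CO2).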
Pf growth 48h: Primary qHTS for delayed death inhibitors of the malarial parasite plastid, 48 hour incubation. P. falciparum luciferase growth in erythrocytes, 48 h. Potency, µM (doses to about 28.7 µM), for inactives: at the top dose activity change, negative = inhibition, actives largely listed as inhibitors. 310,000 compounds, 5.9% hits; also: potency is read from the fitted curve at half-maximal effect; % is scaled to controls: 0 for no effect and ±100 for the full control effect
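Read-out is firefly luciferase luminescence from an integrated reporter in P. falciparum, so falling signal marks reduced parasite growth. Infected erythrocytes were at 2% hematocrit and 0.1% parasitemia (final) in Albumax-supplemented RPMI 1640.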
Giardia FBPA inh: qHTS Assay for Inhibitors of Fructose-1,6-bisphosphate Aldolase from Giardia Lamblia | A8B2U2 | purified Giardia FBPA | Potency, µM (series often up to 59.6 µM), inactives show top-dose activity, negative = inhibition, hits mostly inhibitors | 290,000 compounds, 0.71% hits | AID 2451, 2010; also: potency is read from the fitted curve at half-maximal effect; % is scaled to controls: 0 for no effect and ±100 for the full control effect; nearly all actives have a fitted effect of over 55% in size
Target sequence (A8B2U2 whole entry, looked up): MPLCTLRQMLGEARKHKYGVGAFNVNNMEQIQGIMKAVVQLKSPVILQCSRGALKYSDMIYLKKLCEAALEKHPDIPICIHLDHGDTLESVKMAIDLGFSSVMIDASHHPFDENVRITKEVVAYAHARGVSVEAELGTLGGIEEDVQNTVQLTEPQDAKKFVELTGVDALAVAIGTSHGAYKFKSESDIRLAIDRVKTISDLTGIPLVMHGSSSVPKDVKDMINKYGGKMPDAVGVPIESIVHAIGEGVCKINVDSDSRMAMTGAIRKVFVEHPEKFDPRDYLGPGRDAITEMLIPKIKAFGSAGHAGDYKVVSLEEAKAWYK
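Giardia FBPA (40 nM reagent) was preincubated 10 min at RT with compound (up to 57.5 uM final), then substrate plus GAPDH/TPI/NAD/arsenate coupling system with diaphorase/resazurin was added; resorufin fluorescence (525/598 nm) was read after 20 min.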
HCV inh: qHTS Assay for Inhibitors of Hepatitis C Virus (HCV). 340,000 compounds, 3.4% hits. Potency, µM (series often up to 41.8 µM), for the others: at the top dose activity change, negative = inhibition, usual class: inhibitors. Huh7.5.1 HCVcc-Cre infection, luciferase reporter, 44 h; also: potency is read from the fitted curve at half-maximal effect; % is scaled to controls: 0 for no effect and ±100 for the full control effect
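Antiviral activity was scored by luciferase reporter output from cells infected with HCVcc-Cre (~0.5 moi) in presence of compound, 44 h infection period, cells seeded 1,000/well 4 h prior.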
Shiga inhibitor: A qHTS for Small Molecule Inhibitors of Shiga Toxin; Vero cells, Shiga toxin protein synthesis inhibition reporter; inhibition, % at 38.7 µM; 290,000 compounds, 9.2% hits; in the data active = inhibition mostly above about 28%, no sharp cut-off; inactive = mostly below about 43%; also: 0% is about no effect
CHX counter: Cycloheximide Counterscreen for Small Molecule Inhibitors of Shiga Toxin. 300,000 compounds, 12% hits. AID 2314, 2010. cell reporter, cycloheximide protein synthesis inhibition counterscreen. max response, %; in the data active = max response mostly above about 13%, no sharp cut-off; inactive = mostly below about 14%; also: read at 38.3 µM for the half of the compounds with a filed dose; 0% is about no effect
An asterisk follows results filed as active; i = inactive; ? = inconclusive; · = not tested or not shown; & = joins results of further samples; [ ] = another dose, or the depositor's remark. Unless noted, calls follow the shape of the dose curve; as a rule, active = well fitted curve in the direction sought with a large enough effect; inconclusive = small, poorly fitted or top-dose-only effect, or another doubt; inactive = no such curve, though single readings can be large; an effect the other way counts as inactive or inconclusive. This is a random part of the collection. About 24% of those tested had a hit in this group.

SMILES | Pf growth 96h | Pf growth 48h | Giardia FBPA inh | HCV inh | Shiga inhibitor | CHX counter
O=C(/C=C/c1cc(Br)ccc1O)c1ccco1 | 22% | -1% | -5% | ? | 10 | 4
Nc1nonc1-n1nnc(C(=O)N/N=C/c2ccc(Br)cc2)c1CSC1=NCCS1 | ? | -11% | -4% | ? | -2 | 0
CN(CC(=O)N1CC=C(c2ccccc2)CC1)S(=O)(=O)c1cnc[nH]1 | 86%[activator] | 27% | 0% | 6% | -10 | -1
Cc1cccc(-n2nc(CC#N)c(C#N)c2N)c1 | 14% | 19% | -5% | 1% | -9 | 0
Cc1ccc(N2C(=O)C3C(C2=O)N2CCCN2C3c2ccccc2)cc1C (stereo unspecified) | 17% | 4% | 4% | 6% | -1 | -2
Cn1c(=O)c2c(nc(SCc3ccc(F)cc3)n2C)n(C)c1=O | -2% | 1% | 1% | 6% | · | 1
CCCC(=O)OCC(=O)Nc1ccccc1C#N | -2% | 9% | 5% | 12% | -18 | -7
C=CCN1C(=O)/C(=C/c2ccc(OC(C)=O)c(OCC)c2[N+](=O)[O-])SC1=S | 23% | 9.3µM* | ? | ? | 103* | 27*
CN(Cc1ccco1)C(=O)CCc1nc2sc3c(c2c(=O)[nH]1)CCCC3 | ? | -9% | 0% | 5% | 7 | -4
O=C(O)c1occc1CSc1ccccc1 | ? | 1% | 13% | 3% | -2 | 5
CCNc1ccc(Br)cc(C(=O)/C=C/c2ccc3c(c2)OCO3)c1=O | ? | 17% | ? | 11% | 15 | 13
CS(=O)(=O)NCCCCCCNS(C)(=O)=O | 24% | 12% | 2% | 14% | 5 | -1
N#CCCCCN1CCCC1 | 26% | -3% | -8% | 1% | 18 | -6
COc1ccc(OCCC(=O)OCC(=O)Nc2cccc(Br)c2)cc1 | 26% | 1% | -3% | 1% | 8 | 0
O=C(COC(=O)Cc1ccc(Br)cc1)NC12CC3CC(CC(C3)C1)C2 | 4% | · | 3% | 12% | -7 | -5
Cc1cc(NS(=O)(=O)c2ccc(NC(=O)CSc3nc4ncccc4[nH]3)cc2)nc(C)n1 | 3% | -3% | 2% | 10% | -9 | -3
CC1CCN(c2nc3ccc(C(=O)NCCCN4CCCCC4)cc3s2)CC1 | 14% | -13% | 3% | -10% | 29* | 28*
Cc1cc(C)n2c(SCC(=O)N(CC(C)C)c3c(N)n(CC(C)C)c(=O)[nH]c3=O)nnc2n1 | 13% | -2% | -4% | -5% | -16 | 1
CN(C)C(=O)c1cc([N+](=O)[O-])ccc1O | 48%[activator] | ? | 2% | 17% | 23 | 0
Cc1ncoc1C(=O)N1CCCC(N2CCN(c3cccc(C(F)(F)F)c3)CC2)C1 (stereo unspecified) | -10% | ? | 4% | 2% | -9 | 9

2 of the compounds above, as a markdown table.
| mol | Pf growth 96h | Pf growth 48h | Giardia FBPA inh | HCV inh | Shiga inhibitor | CHX counter |
| --- | --- | --- | --- | --- | --- | --- |
| CN(C)C(=O)c1cc([N+](=O)[O-])ccc1O | 48%[activator] | ? | 2% | 17% | 23 | 0 |
| Cn1c(=O)c2c(nc(SCc3ccc(F)cc3)n2C)n(C)c1=O | -2% | 1% | 1% | 6% | · | 1 |

New compounds follow.
SMILES | Pf growth 96h | Pf growth 48h | Giardia FBPA inh | HCV inh | Shiga inhibitor | CHX counter
COc1ccc(N=C2SC(C(N)=O)CC(=O)N2Cc2ccc3c(c2)OCO3)cc1 (stereo unspecified) | 8% | -9% | -16% | 29% | -3 | 9
CCCC(=O)Nc1ccc(C(=O)COC(=O)c2cc(C)oc2C)cc1 | ? | ? | · | 2% | · | ·
CNC(=O)c1ccccc1NC(=O)C1CC(=O)N(C(C)C)C1 (stereo unspecified) | 69% | 13% | -2% | 7% | · | -4
Cc1cc(NC(=O)CSc2c3c(nc4ccccc24)CCC3)no1 | -24% | · | 0% | -20% | -5 | -4
CSc1ccc(NC(=O)CC(C)=O)cc1 | · | · | 0% | 9% | 5 | 0
Cc1c(C)c(C)c(S(=O)(=O)NCCC(=O)N2CCN(Cc3ccc(C#N)cc3)CC2)c(C)c1C | 20% | -1% | · | 13µM* | · | ·
CCOc1cc(C#N)c(NC(=O)Cn2nnc3ccccc32)cc1OCC | 5.9µM* | 6% | 2% | -10% | -23 | -2
CC1(C)OC(=O)C(=NNc2ccccc2C(=O)O)C(=O)O1 | ? | -17% | -21% | -3% | -5 | -1
O=C(Cn1nc(-c2cccc(Cl)c2)ccc1=O)Nc1cccnc1 | 3% | -30% | 0% | -13% | 10 | 24
COC(=O)CNC(=O)C1CCN(S(=O)(=O)c2cnc[nH]2)CC1 | ? | 11% | · | 21% | -8 | -8
CN(CC(=O)Nc1ccccc1Cl)C(=O)Cn1cnc2ccccc2c1=O | 26% | ? | · | 3% | · | ·
CCOC(=O)C1=C(COC(=O)Cc2ccc(OC)c(OC)c2)NC(=O)NC1C (stereo unspecified) | -28% | ? | · | 5% | · | ·
CCn1cnc2c1c(=O)n(Cc1cccc([N+](=O)[O-])c1)c(=O)n2Cc1ccccc1 | ? | 8.3µM* | 3% | -18% | -10 | 0
Cc1c(Cl)cccc1N/C(=N/S(=O)(=O)c1cccs1)c1ccccc1 | ? | -1% | 0% | -6% | -19 | -4
COc1ccc(/C(N)=N/OC(=O)c2ccco2)cc1OC | ? | 459%[activator] | 2% | ? | 113* | 39*
COc1ccc(CNC(=O)CN(C(=O)CCC(=O)Nc2ccccn2)c2cccc(C)c2C)cc1 | 2% | ? | 4% | 7% | -2 | -8
O=C(NCCCNC(=O)c1ccco1)c1ccc(F)cc1 | 16% | 6% | 9% | 24% | -12 | -2
Cc1cc(C)n(-c2nnc(C)n2NS(C)(=O)=O)n1 | -49% | -4% | ? | 3% | -7 | 2
Cc1cc(/C=N/NC(=O)C(O)(c2ccccc2)c2ccccc2)c(C)n1-c1ccccc1 | ? | -10% | -17% | 0% | 4 | 7
Cc1ccc(C)c(NC(=O)CN2C(=O)NC(C)(c3ccc4c(c3)OCCO4)C2=O)c1 (stereo unspecified) | -14% | ? | · | 10% | · | ·
Cc1nn(-c2ccccc2)c2sc(-c3n[nH]c(=S)o3)cc12 | ? | -20% | 6% | ? | 1 | -1
Cc1nn(-c2ccccc2)c(C)c1NC(=O)COc1ccc2ccccc2c1 | ? | -25% | -3% | ? | -11 | -6
Cc1ccc(-c2cc3c(N=O)c4ccccc4c-3n[nH]2)cc1 | · | 138%[activator] | 0% | 14% | 1 | -1
C#CCNc1ccncc1S(=O)(=O)NC(=O)NC(C)C | 16% | 2% | -4% | 13% | -6 | -3
Cc1[nH]n(C(N)=S)c(=O)c1N=Nc1cccc([N+](=O)[O-])c1C | 7% | ? | 22% | 16% | 51* | 57*
O=C(NNc1nc2cc3c(cc2s1)OCO3)c1ccccc1 | 53%[activator] | 64%[activator] | 3% | 2% | 90* | 61*
S=C(Cc1ccccc1)NCCc1ccccc1 | 51%[activator] | -25% | · | 12% | · | ·
CC(=O)c1cc2c(cc1NC(=O)c1cc3nc(C(C)C)cc(C(F)(F)F)n3n1)OCO2 | ? | 10% | 7% | ? | -2 | -2
CCc1ccc(CNC(=O)CCc2nc(-c3cccs3)no2)cc1 | 10% | · | 0% | -29% | -8 | -5
CS(=O)(=O)c1ccccc1C(=O)Nc1ccc(-c2nc3ccccc3[nH]2)cc1 | 85%[activator] | 85%[activator] | 1% | -6% | 42* | 19*
CC(C)n1cnc2cc(NCc3ccco3)ccc21 | 38%[activator] | 62%[activator] | -22% | -7% | 72* | 41*
O=C(c1nc2ncccn2n1)N1CCN(c2ccc(F)cc2)CC1 | ? | -11% | 2% | 2% | -1 | -1
CCc1ccc2oc(-c3cccc(N)c3)nc2c1 | i | 346%[activator] | -5% | ? | 29 | 23
CN(C)S(=O)(=O)n1cc(/C=C(\NC(=O)c2ccccc2F)C(=O)NCCCN2CCOCC2)c2ccccc21 | ? | ? | -7% | -24% | 6 | -3
CC(NC(=O)CN(C1CCCCC1)S(C)(=O)=O)c1ccccc1 (stereo unspecified) | 7% | -24% | 4% | 6% | 3 | -3
CCC(=O)Nc1ccc(C(=O)N/N=C/c2c(C)[nH]c3ccccc23)cc1 | 19% | 15% | -3% | ? | -14 | 1
CCN(CC)P(=O)(NC(=O)C(Cl)(Cl)Cl)N(CC)CC.[Cl-].[Cl-].[Cl-].[Nd+3] | ? | · | 1% | -8%&-1% | -6 | -4
O=C(c1ccccc1CCc1ccccc1)N1CCN(c2ccccn2)CC1 | 5% | ? | 1% | -7% | 14 | -1
Nc1ncnc2c1ncn2[C@@H]1O[C@H](COS(=O)(=O)O)[C@@H](O)[C@H]1O | ? | 13µM* | · | 9% | · | ·
CN1CCN(CCNC(=O)c2ccc3nc(-c4ccc(F)cc4)c(-c4ccc(F)cc4)nc3c2)CC1 | ? | 9.3µM* | 12% | 2.2µM* | -10 | -5

Single entries from the results shown.
In CHX counter, O=C(c1nc2ncccn2n1)N1CCN(c2ccc(F)cc2)CC1 reads -1
In CHX counter, CCc1ccc2oc(-c3cccc(N)c3)nc2c1 reads 23
In Giardia FBPA inh, CN1CCN(CCNC(=O)c2ccc3nc(-c4ccc(F)cc4)c(-c4ccc(F)cc4)nc3c2)CC1 reads 12%
In HCV inh, CC(NC(=O)CN(C1CCCCC1)S(C)(=O)=O)c1ccccc1 (stereo unspecified) reads 6%
In Giardia FBPA inh, CC(C)n1cnc2cc(NCc3ccco3)ccc21 reads -22%

(further entries)
SMILES | Pf growth 96h | Pf growth 48h | Giardia FBPA inh | HCV inh | Shiga inhibitor | CHX counter
CC(=O)NCCOC(=O)Nc1ccncc1 | -25% | · | -1% | 25% | -4 | -1
CCCn1c(=O)c(C(=O)NC(C)c2ccccc2)c(O)c2ccccc21 (stereo unspecified) | -14% | ? | 4% | ? | -2 | -1
CCc1cc(C(=O)N2CCOCC2)c(NC2=NS(=O)(=O)c3ccccc32)s1 | 0% | ? | -13% | 26% | -9 | -1
Cc1cc(Nc2ncc(Cl)cc2Cl)n(-c2ccccc2)n1 | 10% | ? | -8% | ? | 6 | 2
COc1ccc(NC(=O)CSc2nc3c(c(=O)n2-c2ccccc2)SCC3)c(OC)c1 | -2% | -3% | -8% | 1% | -10 | -3
Cc1ccc(NC(=O)CSc2n[nH]c(C)c2[N+](=O)[O-])cc1 | 63%[activator] | 83%[activator] | -1% | -2% | -6 | -2
NC(N)=N/N=C/c1ccc(N(c2ccccc2)c2ccccc2)cc1 | 2.1µM* | 2.3µM* | -8% | ? | -16 | -12
O=C(N/N=C/c1ccccc1C(=O)O)c1cccc(S(=O)(=O)Nc2cc(Cl)ccc2Cl)c1 | 19% | -3% | 30% | 12% | -7 | -4
O=C1C2CCCN2C(c2ccncc2)N1c1ccc(Cl)c(Cl)c1 (stereo unspecified) | 0.83µM* | 13µM* | 2% | -7% | -13 | -2
Cc1ccc(/C(O)=C2/C(=O)C(=O)OC2c2ccc(Cl)cc2)cc1 (stereo unspecified) | 72%[activator] | -2% | 15% | 9% | 20 | 24*
CSc1ccccc1-c1nnc(-c2ccc(Cl)cc2Cl)o1 | 141%[activator] | 54%[activator] | 2% | ? | 30 | 24
CN(c1ccccc1)S(=O)(=O)c1cccc(C(=O)NCc2ccccc2)c1 | -32% | ? | · | ? | · | ·
O=C(Nc1ccc(OC(=O)c2cccs2)cc1)c1ccco1 | ? | 14% | 2% | 30% | 54* | 45*
COc1cc(/C=N\Nc2ccc([N+](=O)[O-])cc2)ccc1OCC(=O)Nc1ccc(C)c(C)c1 | 72%[activator] | ? | 0% | -11% | 57 | 9
O=C(Nc1cccc(-n2cnnn2)c1)C1CCCN(Cc2cccc(C(F)(F)F)c2)C1 (stereo unspecified) | -24% | 15µM* | · | ? | -9 | 1
COc1ccc(CNC(=O)COC(=O)C2=COCCO2)cc1 | ? | · | 7% | 2% | -18 | -1
